From PubChem BioAssay
NCOA1 inh = SRC1 coactivator transcriptional activity inhibitors, primary screen, cell-based, luminescence. HEK293 GAL4-SRC1 luciferase reporter. inhibition, % at 3.6 µM. 360,000 compounds, 0.12% hits;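 active means inhibition above the campaign mean plus 3 SD, with each screening campaign given its own cutoff, cut at about 60% in these data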;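 further: 0% = DMSO treated cells and 100% = gossypol at 36 µM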
NCOA2 inhibitor = inhibition of GAL4-SRC2 driven luciferase reporter, primary screen, SRC2 inhibitor project, cell-based, luminescence | 370,000 compounds, 0.17% hits | inhibition, % at 9 µM | AID 651957, 2012 | HEK293 GAL4-SRC2 luciferase reporter;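 active means inhibition above the mean inhibition of all tested compounds plus 3 SD, set per campaign, cut at about 52% in these data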;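 further: 0% = DMSO treated cells and 100% = cells given Gossypol at 36 µM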
SRC3 inh = SRC3 coactivator transcriptional activity inhibitors, primary screen, cell-based, luminescence | Nuclear receptor coactivator 3 (Homo sapiens), Q9Y6Q9 | HEK293 GAL4-SRC3 luciferase reporter | inhibition, % at 3.6 µM | 360,000 compounds, 0.17% hits | AID 588352, 2011;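 active means inhibition above a per-campaign cutoff, the mean of all compounds plus 3 SD, cut at about 60% in these data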;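 further: 0% = DMSO-treated cells and 100% = gossypol-treated cells at 36 µM; higher means less SRC3-driven luciferase light from the GAL4 reporter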
NOD2 RIPK2 PPI = NOD2-RIPK2 binding disruptors in cells, primary screen, fluorescence, CHO cells, BLA complementation | Receptor-interacting serine/threonine-protein kinase 2 (Homo sapiens), O43353 | 360,000 compounds, 0.38% hits | inhibition, % at 4.98 µM | CCF4 ratio; in the data active means inhibition above about 21%;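 further: 0% = vehicle only and 100% = reference blocker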
Target sequence (O43353 whole entry, looked up): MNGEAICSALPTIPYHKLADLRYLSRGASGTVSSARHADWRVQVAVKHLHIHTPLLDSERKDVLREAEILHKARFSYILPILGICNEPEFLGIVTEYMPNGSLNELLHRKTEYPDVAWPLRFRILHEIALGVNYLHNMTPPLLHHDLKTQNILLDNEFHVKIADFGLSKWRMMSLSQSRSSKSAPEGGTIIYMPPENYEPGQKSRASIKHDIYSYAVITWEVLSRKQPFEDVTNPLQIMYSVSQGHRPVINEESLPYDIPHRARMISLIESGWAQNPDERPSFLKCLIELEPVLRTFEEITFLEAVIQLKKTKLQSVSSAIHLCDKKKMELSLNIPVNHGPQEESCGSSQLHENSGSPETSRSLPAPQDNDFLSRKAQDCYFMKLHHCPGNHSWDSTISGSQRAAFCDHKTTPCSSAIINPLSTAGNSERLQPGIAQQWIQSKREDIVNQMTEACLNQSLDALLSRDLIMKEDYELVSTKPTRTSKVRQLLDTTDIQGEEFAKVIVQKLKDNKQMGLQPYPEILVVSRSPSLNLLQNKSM
TLR9-MyD88 inh = inhibitors of TLR9-MyD88 association in cells, primary screen, cell-based, CHO, BLA complementation, fluorescence; 340,000 compounds, 0.21% hits; inhibition, % at 4.98 µM; CCF4 FRET ratio; Toll-like receptor 9 (Homo sapiens) + Myeloid differentiation primary response protein …;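 active means inhibition above the mean over all tested compounds plus 3 SD, cut at about 21% in these data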;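 further: 0% = DMSO only wells and 100% = clavulanate BLA inhibitor control wells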
TWEAK Fn14 block = inhibitors of TWEAK-Fn14 signaling, primary screen, luciferase reporter cells, uHTS | inhibition, % at 10 µM | 360,000 compounds, 2% hits | AID 1159606, 2016 | TWEAK-stimulated Fn14 reporter cells, luciferase luminescence, 8 h; in the data active means inhibition above about 50%
C8 TRAIL sens = viability loss with TRAIL in NB7+C8 cells, primary screen, TRAIL sensitizer project, cell-based, ATPlite luminescence | inhibition (viability loss, TRAIL sensitization), % at 10 µM | 360,000 compounds, 1% hits;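 active means compounds causing at least 50% loss of cell viability in the single-dose screen, relative to plate controls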
NR2F2 inh = NR2F2 transcriptional activity inhibitors, primary screen, cell-based, luciferase reporter, HEK293T, luminescence; inhibition, % at 8.6 µM; HEK293T NGFI-A luciferase reporter; 370,000 compounds, 0.7% hits;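 active means inhibition above a per-plate cutoff, mean inhibition of test wells between control levels plus 3 SD, cut at about 38% in these data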;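 further: cells cotransfected with COUP-TFII expression vector driving the NGFI-A reporter; 0% = median of COUP-TF2 test wells and 100% = reporter-only cells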
Target sequence (P24468 whole entry, looked up): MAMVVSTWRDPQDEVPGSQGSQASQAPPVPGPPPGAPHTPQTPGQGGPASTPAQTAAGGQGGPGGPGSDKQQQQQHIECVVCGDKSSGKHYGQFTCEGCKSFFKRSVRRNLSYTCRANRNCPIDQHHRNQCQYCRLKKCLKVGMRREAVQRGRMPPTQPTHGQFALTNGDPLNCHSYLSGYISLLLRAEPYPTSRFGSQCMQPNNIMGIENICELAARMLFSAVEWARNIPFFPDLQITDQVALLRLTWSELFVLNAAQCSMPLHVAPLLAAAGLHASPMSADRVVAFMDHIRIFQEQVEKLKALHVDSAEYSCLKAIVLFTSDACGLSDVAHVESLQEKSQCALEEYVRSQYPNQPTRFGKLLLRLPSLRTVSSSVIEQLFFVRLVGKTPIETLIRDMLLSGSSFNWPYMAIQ
EBV LMP1 NFkB = EBV LMP1-driven NF-kappaB luciferase reporter inhibitors, primary screen, cell-based, luminescence, single point; LMP1-induced NF-kappaB luciferase reporter cells; inhibition, % at 12.5 µM; 350,000 compounds, 0.69% hits; AID 504558, 2011; in the data active means inhibition above about 41%;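 further: 0% = neutral control wells and 100% = reference inhibitor control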
LRH-1 inv ag = LRH-1 (NR5A2) inverse agonists, primary screen, cell-based, luminescence, HEK293T, StAR-luciferase reporter. inhibition, % at 3.6 µM. 360,000 compounds, 0.13% hits. Nuclear receptor subfamily 5 group A member 2 (Homo sapiens), O00482. AID 602396, 2012. LRH-1 transfected, 24 h;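 active means inhibition above the mean inhibition of all tested compounds plus 3 SD, cut at about 73% in these data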;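 further: 0% = DMSO wells and 100% = reporter-only cells lacking LRH-1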
TROY signal inh = inhibitors of TROY-driven NF-kB signaling, primary screen, Q293 LMP1-TROYcd cells, NF-kB luciferase, uHTS | inhibition, % at 10 µM | 360,000 compounds, 0.98% hits | Q293 LMP1-TROYcd NF-kB luciferase reporter, 4 h | AID 1347056, 2019;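 active means compounds whose plate-normalised and pattern-corrected inhibition of the luciferase reporter signal at the single screening dose is 50% or more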
An asterisk follows results filed as active; nt = not tested or not shown.

SMILES	NCOA1 inh	NCOA2 inhibitor	SRC3 inh	NOD2 RIPK2 PPI	TLR9-MyD88 inh	TWEAK Fn14 block	C8 TRAIL sens	NR2F2 inh	EBV LMP1 NFkB	LRH-1 inv ag	TROY signal inh
O=C(NCCNC(=O)c1ccc(Cl)cc1Cl)c1ccccn1	-8	2	-22	-6	-20	-12	0	3	1	4	18
CCCCN(C)C(=O)C1CCCN(S(=O)(=O)c2ccc3c(c2)CC(C)N3C(=O)C2CC2)C1 (centres undefined)	-6	-6	-20	0	0	-5	10	-21	-8	-2	15
O=c1c2c([N+](=O)[O-])cc([N+](=O)[O-])cc2nc2ccccn12	-26	3	1	-4	-2	8	13	11	13	8	6
Cc1nn(C(C)C(=O)c2cccc(Cl)c2)c(C)c1[N+](=O)[O-] (centres undefined)	-19	-17	3	1	-4	5	2	8	-7	10	2
CC1(C(=O)NS(=O)(=O)C2CC2)CCCN(C(=O)c2ccc3c(c2)OCO3)C1 (centres undefined)	14	2	-9	4	nt	-15	1	-3	nt	-7	-7
CCN(CC)c1ccc(-c2nn3c(-c4n[nH]c5c4CCC5)nnc3s2)cc1	-8	3	10	14	-6	41	-1	1	3	12	52*
NC(=O)COC(=O)c1c2c(nc3ccccc13)CCC2	4	-2	5	6	6	10	-4	0	0	1	8
Cc1ccc(CNC(=O)CN(c2ccc(Cl)cc2)S(C)(=O)=O)cc1	-37	-25	-24	3	-5	-22	-10	-16	-7	-17	-36
NC(=O)c1cccc2ccccc12	-5	-11	9	-5	-6	-7	0	14	-6	0	18
COc1ccccc1-c1nc(SC)n[nH]1	-9	-5	-1	-5	-7	-11	-3	-7	-8	14	-16
Cc1c(C2(O)CCCCC2)[nH]c2ncccc12	6	-32	9	-4	-9	7	-32	8	-3	-3	10
COCc1nnc(NC(=O)c2ccc(S(=O)(=O)N3CCOCC3)cc2)o1	10	10	11	2	-5	0	5	12	10	5	13
CCC(NS(=O)(=O)c1ccc(OC)cc1)C(=O)NCCC1=CCCCC1 (centres undefined)	-4	-39	-6	-7	4	-13	-13	-11	-2	-17	-8
Cc1ccccc1-c1ccc(CN2C(C(C)C)C(=O)N(Cc3cn(CCC4OCCO4)nn3)CCS2(=O)=O)cc1 (centres undefined)	8	9	19	8	nt	29	11	11	nt	6	20
O=C1NC2=C(C(=O)CCC2)C(c2ccc3ncccc3c2)N1 (centres undefined)	-42	15	-2	-7	3	0	-17	-9	-28	-2	-16
COc1cc(NC(=O)c2ccc(OCc3c(C)noc3C)c(OC)c2)cc(OC)c1	4	8	15	-4	4	2	13	-18	6	-9	13
Cc1ccc(C)c(N2CCN(C(=O)c3ccc(CS(=O)(=O)c4ccccc4C)o3)CC2)c1	-6	6	15	-3	0	55*	7	20	6	-19	12
Cc1ccc(NC(=O)NCc2ccncc2)cc1Cl	-8	-14	-15	-3	6	-20	-2	-2	3	9	-40
CCC1=C(OC(=O)N(CC)CC)N2C(=O)OC(=NCC(=O)OC)[C@]2(C)[C@H]2C1=CC[C@H]1C(=O)NC(=O)[C@H]12	5	-8	2	5	-1	10	-10	7	2	-4	6
Cc1ccc(OC(C)C(=O)N2CCCc3ccccc32)cc1 (centres undefined)	-5	-29	-10	-7	0	5	23	-5	-10	15	5
CC1=NNC(=O)C1CCC(=O)N/N=C/c1ccco1 (centres undefined)	-4	-19	-13	2	12	8	-5	-6	-1	13	-8
O=C(NCc1ccco1)c1cc(S(=O)(=O)N2CCCc3ccccc32)ccc1Cl	-31	11	5	8	1	-1	6	22	-8	6	-31
Cc1ccc(OCc2ccc(C(=O)NCc3cccnc3)cc2)cc1C	-27	13	-8	-10	0	16	12	10	-6	-1	-4
O=C(Cc1ccc(F)cc1)N[C@@H]1c2ccccc2CC[C@@H]1OCc1ccccc1	-1	-18	1	-4	-7	-2	-9	-19	-3	19	-2
Cc1oncc1-c1csc(-c2ccccc2)n1	-19	-40	-10	2	-3	-4	2	-36	-12	-45	-56
C#CCOCCOCCOCCNc1nc(N2CCN(C(=O)Cn3cc(CC(C)O)nn3)CC2)nc(N2CCN(C(=O)[C@H](CCCCN)n3cc(CC(C)O)nn3)CC2)n1 (some centres undefined)	-5	-17	-7	0	5	14	-6	-10	19	-3	-6
O=C1NC[C@@H](CCCCN2CCN(CCc3ccccc3)C(=O)C2=O)N(Cc2ccccc2)C1=O	nt	-3	nt	-14	nt	19	16	11	nt	-39	9
CCOC(=O)C1=C(C)NC2=C(C(=O)c3ccccc32)C1c1ccc([N+](=O)[O-])o1 (centres undefined)	-8	7	10	-2	6	-1	-2	-20	1	23	-18
NC(=O)NC(=O)COC(=O)c1ccc(Cl)c(S(=O)(=O)N(Cc2ccccc2)c2ccc(Cl)cc2)c1	-7	-16	16	-14	-4	14	-8	4	3	-14	-26
N#C/C(=C\c1ccco1)C(=O)Nc1ccc(S(N)(=O)=O)cc1	1	-15	13	-1	4	-8	-2	5	-4	5	-10
CNc1ccccc1C(=O)OCC(=O)N(CCOC)c1c(N)n(CC(C)C)c(=O)[nH]c1=O	-17	-6	11	-3	1	-8	-7	-13	-2	8	-11
O=C1NC(c2ccccc2)=NC1(Nc1ccccn1)C(F)(F)F (centres undefined)	6	9	16	2	-2	-2	1	-3	0	-10	-35
CCC(C(=O)NCCCN1CCN(CCCNC(=O)C(CC)c2ccccc2)CC1)c1ccccc1 (centres undefined)	-10	-37	4	-9	4	-1	-6	24	-12	9	-2
COc1ccc(S(=O)(=O)N2CCN(CC(=O)NC3CC3)CC2)cc1	5	4	13	-3	-5	8	5	-20	3	12	-16
O=C(Nc1nc2ccccc2c(=O)[nH]1)c1ccccc1SCc1ccccc1	0	-19	2	-7	2	34	9	17	0	-1	-10
CC(c1ccon1)N(C)Cc1cn(C)nc1-c1cccc(Cl)c1 (centres undefined)	3	-3	0	3	1	0	2	1	-23	0	1
CCOC(=O)C(=CNNc1ccccc1)C(=O)OCC	2	7	20	-12	5	13	7	11	-22	13	28
S=c1[nH]nc(Cc2noc3ccccc23)n1-c1ccc(Cl)cc1	7	-2	15	-19	0	-6	-5	0	-1	0	2
COc1ccc2sc(N(CCN(C)C)C(=O)/C=C/c3cccs3)nc2c1	14	23	-3	2	-18	9	4	5	-3	-18	-3
CCCCNC(=S)NNC(=O)c1csc(C)c1	-15	-12	-24	-8	-11	-10	-11	-1	7	-42	-28
COC(=O)CCc1c(C)c(C(=O)c2cccc(OC)c2OC)c2ccccn12	-3	1	-5	2	3	14	-11	-14	5	-10	-35
COC(=O)c1ccccc1NC(=S)NC(C)=O	-38	-5	-14	-3	-7	8	-8	-5	-6	-10	6
C=CCOc1ccc2cccc(/C=N/NC(=O)c3cc4cc([N+](=O)[O-])ccc4s3)c2c1	8	-13	8	1	9	-45	-1	-7	-41	3	-6
O=S(=O)(NCCc1cn2ccccc2n1)c1ccc2c(c1)OCCO2	0	16	11	5	2	1	-10	1	6	8	-2
Cc1nn(C)cc1CNCc1ccc(OCC(O)CN(C)Cc2ccccc2)cc1 (centres undefined)	-8	9	-6	-13	-2	-9	-1	-9	-10	9	16
Cc1ccc(CNC(=O)/C=C/c2ccccc2Cl)cc1	3	-16	-9	-9	-1	-13	-16	-5	-15	-14	-53
Cc1ccc(S(=O)(=O)NC(C)C(=O)Nc2ccccc2C(=O)N2CCCC2)cc1 (centres undefined)	16	0	9	-7	-11	-2	-16	17	3	15	-13
O=C1Cc2cc(NS(=O)(=O)c3cc(F)ccc3F)cc3c2N1CCC3	-29	nt	-18	4	-18	8	-1	nt	0	-11	0
CC(C)(C)NC(=O)C1c2ccccc2OCC(=O)N1CC(F)(F)F (centres undefined)	nt	0	nt	-11	nt	6	-2	6	nt	1	3
COc1ccc(N(C(C)=O)S(=O)(=O)c2cc(OC)ccc2OC)cc1	0	7	5	2	6	1	0	-7	1	3	11
COc1ccc(-c2[nH]ncc2CN2CCSCC2)c(OC)c1	5	-13	-4	6	-1	5	0	4	10	7	-1
Cc1cc2nccc(-c3cccnc3)n2n1	-27	8	17	-7	2	5	-9	7	5	-7	1
Cc1sc2nc(CN3CCCC3)nc(N3CCN(C(=O)c4ccco4)CC3)c2c1C	-3	1	8	8	-6	1	5	5	4	7	-19
COCc1nnc(NC(=O)C(C)C)s1	7	-8	-5	4	2	3	-14	-1	-3	-4	nt
O=Cc1cn(CC(O)CN2CCCCC2)c2ccccc12 (centres undefined)	7	-1	18	-10	-9	2	-3	1	-1	3	-2
O=c1c2nnn(-c3cccc(F)c3)c2ncn1Cc1ccccn1	6	9	-1	-12	7	9	-5	-4	-2	0	-10
O=C(CCc1ccc(S(=O)(=O)N2CCOCC2)cc1)OCC(=O)c1ccc(Br)cc1	-19	-17	5	-2	-4	-9	-15	-3	8	-13	9
CC1C(=O)N(Cc2cn(CCC3OCCCO3)nn2)CCS(=O)(=O)N1Cc1ccc(-c2cccc(CO)c2)cc1 (centres undefined)	-27	-22	-7	-3	7	7	-3	1	-2	-33	-2
Cc1ccc(C(=O)N2CCN(S(=O)(=O)c3ccccc3[N+](=O)[O-])C2)cc1	-21	-6	-26	1	11	-5	-4	-10	-3	-28	-28
CCC(C)(C)n1nnnc1C(c1ccccn1)N1CCOCC1 (centres undefined)	-9	-1	11	-3	17	-14	2	-1	-3	1	-7

Next compounds
SMILES	NCOA1 inh	NCOA2 inhibitor	SRC3 inh	NOD2 RIPK2 PPI	TLR9-MyD88 inh	TWEAK Fn14 block	C8 TRAIL sens	NR2F2 inh	EBV LMP1 NFkB	LRH-1 inv ag	TROY signal inh
CC[C@@H](C)[C@H](NC(=O)OCc1ccccc1)c1nnc([C@@H](NC(=O)OCc2ccccc2)[C@@H](C)CC)o1	-1	-23	-4	9	-5	12	-16	-7	0	-22	-6
CC(C)(C)C(=O)NC1CCN(S(C)(=O)=O)CC1	-2	-16	7	-6	-1	-2	-1	11	-5	19	8
CCOC(=O)C1=CN(Cc2cccc(F)c2)S(=O)(=O)N(C)C1c1cccc(OC)c1 (centres undefined)	4	15	7	2	0	21	-8	4	-8	1	-6
CCOC(=O)C1=C(C)NC(=NC)SC1c1ccccc1 (centres undefined)	-3	6	14	-2	-2	-35	-7	-7	2	7	12

Sorted by the number under NOD2 RIPK2 PPI (highest first): 3 from the list above.
SMILES	NOD2 RIPK2 PPI
CC[C@@H](C)[C@H](NC(=O)OCc1ccccc1)c1nnc([C@@H](NC(=O)OCc2ccccc2)[C@@H](C)CC)o1	9
CCOC(=O)C1=C(C)NC(=NC)SC1c1ccccc1 (centres undefined)	-2
CC(C)(C)C(=O)NC1CCN(S(C)(=O)=O)CC1	-6

Some of the compounds tested; the hit share may differ from the screen's.
